Screening data: PubChem, The Scripps Research Institute Molecular Screening Center
SIAE inh = human SIAE inhibition, primary screen; SIAE FP-Rh probe binding, fluorescence polarization; inhibition, % at 9.66 µM; 370,000 compounds, 0.69% hits;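 active means inhibition above a cutoff: mean of compounds within the control limits plus 3 SD of those, cut at about 17% in these data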;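 further: 0% = plate median of compound wells and 100% = probe without SIAE protein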
PLCg1 inh = inhibitors of human phospholipase C gamma1. purified PLC-gamma1, fluorogenic substrate, fluorescence. 370,000 compounds, 0.84% hits. inhibition, % at 12.2 µM; in the data active means inhibition above about 9.5%
ADAM10 inh = inhibits human ADAM10 | O14672 | recombinant ADAM10, EDANS/DABCYL FRET peptide cleavage, 3 h | inhibition, % at 7 µM | 370,000 compounds, 0.62% hits | AID 720582;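 active means inhibition above a per-campaign cutoff equal to the mean of compounds falling between control-based bounds plus 3 SD, cut at about 20% in these data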;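 further: 0% = DMSO wells while the 100% control is not disclosed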
PLCb3 inh = blocks human PLC-beta3 enzyme activity | inhibition, % at 12.2 µM | Purified PLC-beta3, fluorogenic substrate, fluorescence | 370,000 compounds, 0.18% hits | AID 720704; in the data active means inhibition above about 11%;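 further: 0% = median of compound wells on plate and 100% = full blocker control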
Tn7 DDE FP = DD(E)-Tn7 binding inhibition, primary FP screen. FP displacement of FITC-Tn7 peptide from fibrin DD(E); 0% = median of compound wells per plate. 370,000 compounds, 0.13% hits. inhibition, % at 8.3 µM. P02675;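 active means inhibition above the mean of compounds falling within the control limits plus 3 SD of them, cut at about 14% in these data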;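 further: 0% = plate median of compound wells and 100% = 10 µM Aha-Tn7 peptide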
Target sequence (P02675 whole entry, looked up): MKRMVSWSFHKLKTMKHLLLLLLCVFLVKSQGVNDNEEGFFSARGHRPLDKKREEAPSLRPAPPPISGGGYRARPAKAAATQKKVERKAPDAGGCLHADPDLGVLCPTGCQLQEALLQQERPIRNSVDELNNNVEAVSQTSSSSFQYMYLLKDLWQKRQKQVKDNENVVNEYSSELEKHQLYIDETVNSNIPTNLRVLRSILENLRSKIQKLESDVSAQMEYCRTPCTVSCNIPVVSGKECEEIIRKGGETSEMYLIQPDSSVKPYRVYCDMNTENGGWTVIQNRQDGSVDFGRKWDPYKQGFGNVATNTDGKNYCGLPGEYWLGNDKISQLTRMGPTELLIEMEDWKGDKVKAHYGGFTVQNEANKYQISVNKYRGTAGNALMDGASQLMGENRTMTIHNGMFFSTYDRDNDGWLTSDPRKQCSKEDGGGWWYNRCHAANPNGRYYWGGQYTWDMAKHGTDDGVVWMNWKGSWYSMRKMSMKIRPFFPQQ
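Assay system: human fibrin DD(E) protein / Input: 2 µM fibrin DD(E) / Benchmarks: high control of 10 µM Aha-Tn7 peptide / Measured by: fluorescence polarization of the labelled Tn7 tracer / Medium: Tris buffer with calcium and detergent, pH 7.8 / Timing: 10 min compound pre-incubation, 3 h probe incubation at room temperature / Repeats: one replicate per compound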
Tn6 DDE FP = inhibitors of Tn6 peptide binding to human fibrin DD(E); 370,000 compounds, 0.21% hits; Fibrin DD(E) TRITC-Tn6 fluorescence polarization displacement; AID 720509; inhibition, % at 8.3 µM;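 active means inhibition above a per-campaign cutoff: mean of compounds within control limits plus 3 SD, cut at about 15% in these data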;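 further: 0% = median of all compound wells on the plate and 100% = blocking peptide control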
TDP2 inh = blocks human TDP2 phosphodiesterase activity. AID 720702. 370,000 compounds, 0.34% hits. O95551. recombinant TDP2, T5PNP hydrolysis, p-nitrophenol absorbance 415 nm. inhibition, % at 12.8 µM;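 active means inhibition above the mean of all tested compounds plus 3 SD, set per campaign, cut at about 25% in these data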;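 further: 0% = DMSO with enzyme and 100% = buffer with substrate but no TDP2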
Target sequence (O95551 whole entry, looked up): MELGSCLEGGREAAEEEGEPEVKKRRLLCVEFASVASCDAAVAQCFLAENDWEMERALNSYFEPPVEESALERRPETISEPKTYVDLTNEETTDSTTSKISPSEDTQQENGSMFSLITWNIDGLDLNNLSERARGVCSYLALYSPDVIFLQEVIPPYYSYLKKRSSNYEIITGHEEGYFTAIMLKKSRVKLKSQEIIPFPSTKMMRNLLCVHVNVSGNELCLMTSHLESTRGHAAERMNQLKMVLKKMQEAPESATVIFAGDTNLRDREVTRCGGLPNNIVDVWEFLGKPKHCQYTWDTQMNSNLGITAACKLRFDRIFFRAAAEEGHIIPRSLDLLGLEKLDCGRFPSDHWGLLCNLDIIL
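Read-out basis: percent inhibition. System: recombinant human TDP2. Buffer or medium: Mg2+-containing Tris-HCl buffer, pH 7.5. Repeats: single replicate. Timing: reaction 2 h, 37 °C. Benchmarks: high control without enzyme, low control DMSO plus TDP2. Probe or stimulus: 5 mM T5PNP. Doses: 12.8 µM only. Measured by: epi absorbance of p-nitrophenol freed from T5PNP by hydrolysis.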
ADAM17 inh = inhibits human ADAM17. inhibition, % at 6.95 µM. P78536. recombinant ADAM17, EDANS/DABCYL FRET peptide cleavage. 370,000 compounds, 0.83% hits;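 active means inhibition above the mean of compounds lying between control limits plus 3 SD, set per campaign, cut at about 8.5% in these data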;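 further: 0% = DMSO-only wells as the low control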
ARFGAP1 inh = inhibitors of rat ARFGAP1 | inhibition, % at 16.5 µM | Arfgap1-stimulated ARF1 GTP hydrolysis, GDP FP detection | 360,000 compounds, 0.26% hits | Q62848;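 active means inhibition above a per-plate limit, mean inhibition of low control wells plus 3 SD, cut at about 25% in these data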;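 further: 0% = DMSO wells with enzyme and 100% = wells lacking Arfgap1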
Target sequence (Q62848 1-136 limits assumed): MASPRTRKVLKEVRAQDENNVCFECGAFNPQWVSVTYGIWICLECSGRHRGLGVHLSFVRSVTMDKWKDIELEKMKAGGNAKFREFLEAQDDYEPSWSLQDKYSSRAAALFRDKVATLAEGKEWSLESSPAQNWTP
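Assay system: purified rat His6-Arfgap1 residues 1-136 (GAP domain); Reagent: human Δ17 ARF1 bound to GTP; Dosing: 16.5 µM single point, 1.26% DMSO; Times: GTP hydrolysis reaction 2 h at 25 °C; Signal: FP, GDP Alexa 633 tracer displaced from anti-GDP antibody, 620/688 nm; Measure: % inhibition from polarization.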
ASAP1 inh = ASAP1 ArfGAP inhibition; Q9ULH1; ASAP1-stimulated ARF1 GTP hydrolysis, GDP FP detection; inhibition, % at 16.5 µM; 360,000 compounds, 0.19% hits; in the data active means inhibition above about 25%;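 further: 0% = vehicle with enzyme and substrate and 100% = no enzyme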
Numbers without * were called inactive.

Value order: SIAE inh	PLCg1 inh	ADAM10 inh	PLCb3 inh	Tn7 DDE FP	Tn6 DDE FP	TDP2 inh	ADAM17 inh	ARFGAP1 inh	ASAP1 inh
> Cc1ccc(C(=O)NC2CCN(CC(=O)NCc3cccs3)CC2)cc1
→ 0	0	3	1	-4	7	9	2	6	3
> Cc1ccc(S(=O)(=O)N2CCN(Cc3cc4c(cc3Br)OCCO4)CC2)cc1
→ -11	1	5	-10	-1	0	0	1	-10	-7
> COc1ccc(-n2nnnc2C(c2cccs2)N2CCN(C/C=C/c3ccccc3)CC2)cc1 (stereo not drawn)
→ 0	-2	1	-2	9	1	4	-1	3	1
> CNc1nc(Cl)c(SC)c(NCc2ccc(F)cc2)n1
→ 6	-1	6	-2	-7	-11	16	1	-4	-1
> CC(=O)OC1CCC2C3CCC4=CC(=O)CCC4(C)C3CCC2(C)[C@]1(C)O (stereo partly drawn)
→ -2	1	-2	0	4	1	-7	4	7	-17
> CCCCC(CC)C(=O)Nc1ncc([N+](=O)[O-])s1 (stereo not drawn)
→ 9	7	10	-2	7	0	-7	5	-8	-6
> CC(=O)N1CCN(C(C)=O)c2ccccc21
→ -1	-1	7	5	-8	3	11	0	-12	2
> CSc1nc(SCC(=O)NC(c2ccccc2)c2ccccc2)c2c3c(sc2n1)CN(C)CC3
→ -14	-8	-109	-15	-9	-4	-13	-33	4	5
> COc1cc2c(cc1OC)CN(C(=O)c1ccc(S(=O)(=O)N3CCCCC3)cc1)CC2
→ -1	-2	-3	0	-3	5	4	-3	-4	7
> Cc1cccc(N2CCN(C(=O)c3c(-c4ccccc4Cl)noc3C)CC2)c1C
→ -5	1	2	-4	2	3	7	0	-1	-6
> O=C(NC12CC3CC(CC(C3)C1)C2)c1cccnc1
→ 1	0	-5	1	-3	-4	8	-4	8	12
> O=C(CSc1n[nH]c(-c2cccnc2)n1)Nc1ccc(Br)cc1
→ -3	3	12	-5	-9	1	-10	5	-1	8
> CC(C)C(=O)NN(C(=O)c1ccccc1)c1ccccc1
→ -8	4	-8	-4	-1	1	-16	-6	0	11
> CCOC(=O)C(=O)Nc1ccc(OCc2ccccc2)cc1
→ 6	0	1	-6	-5	-6	0	-3	4	5
> O=C(CBr)c1ccc([N+](=O)[O-])c(CS(=O)(=O)c2ccc(Cl)cc2)c1
→ 9	3	4	2	-3	11	0	-4	2	-16

Ordered by count of non-hydrogen atoms (lowest first): part of the list above
Value order: SIAE inh	PLCg1 inh	ADAM10 inh	PLCb3 inh	Tn7 DDE FP	Tn6 DDE FP	TDP2 inh	ADAM17 inh	ARFGAP1 inh	ASAP1 inh
> CCCCC(CC)C(=O)Nc1ncc([N+](=O)[O-])s1 (stereo not drawn)
→ 9	7	10	-2	7	0	-7	5	-8	-6
> CC(C)C(=O)NN(C(=O)c1ccccc1)c1ccccc1
→ -8	4	-8	-4	-1	1	-16	-6	0	11
> CC(=O)OC1CCC2C3CCC4=CC(=O)CCC4(C)C3CCC2(C)[C@]1(C)O (stereo partly drawn)
→ -2	1	-2	0	4	1	-7	4	7	-17

(continued)
Value order: SIAE inh	PLCg1 inh	ADAM10 inh	PLCb3 inh	Tn7 DDE FP	Tn6 DDE FP	TDP2 inh	ADAM17 inh	ARFGAP1 inh	ASAP1 inh
> O=C(NCc1ccccc1)[C@@H]1CCCN1C(=O)[C@H]1CCCN1C(=O)c1cccc(F)c1
→ 5	3	-2	2	0	-7	8	-2	0	-6
> Cc1c(O)ccc2c(=O)c(Oc3ccccc3)coc12
→ 0	-27	5	-41	-10	6	-9	0	-7	-6
> O=C1CCN(S(=O)(=O)c2ccccc2)C2CCCCC12 (stereo not drawn)
→ 3	1	-12	-1	-2	-6	1	-5	1	3
> COc1ccc(CN(Cc2nc3ccccc3c(=O)[nH]2)C(=O)c2ccco2)cc1
→ 6	0	4	-5	-2	-1	7	-1	-8	12
> CCc1nc2ccc(C(=O)NC3CCN(C)CC3)cn2c1N(C)CCC(C)C
→ -2	-15	-3	-1	-9	3	-10	-1	-5	8
> COc1ccc(C(=O)NN2CCOCC2)cc1[N+](=O)[O-]
→ 7	4	0	-6	5	6	1	-3	3	-3
> CC(C)(C)C(=O)Nc1ccc(C(=O)NNC(=O)Cc2ccccc2)cc1
→ 6	0	3	0	-1	7	-4	0	-5	-3
> COc1ccccc1NC(=O)Cn1nc(Cc2cccnc2)c2ccccc2c1=O
→ 4	3	-1	-13	2	5	-14	2	-4	0
> Oc1ccc(-c2ccccc2)cc1CN1CCCCCC1
→ 1	-2	-7	1	-1	2	-20	-3	-7	11
> Cc1ccccc1Br
→ -5	1	-14	-2	5	-1	-2	-3	6	9
> CCOC(=O)N1CCN(c2c(NCc3ccc(Cl)cc3)c(=O)c2=O)CC1
→ 2	0	-6	-2	-11	9	4	-3	5	-21
> Cc1ccc(Cc2c(C)nc3nc(SCC(=O)NCCCN4CCCCC4)nn3c2C)cc1
→ 5	1	-9	-6	0	0	-7	-2	2	4
> CCN(CC)CCn1c2c(c(SCC(=O)Nc3cc(OC)cc(OC)c3)nc1=O)CCC2
→ 2	1	-1	-3	-6	1	7	-3	11	-4
> c1cc(CSc2nnc(-c3ccc4c(c3)OCO4)o2)ccn1
→ 4	4	3	2	-8	0	4	-2	6	-4
> Cc1cccc(C(=O)Nc2ccc(S(=O)(=O)N3CCOCC3)cc2)c1[N+](=O)[O-]
→ -3	-1	0	-5	-1	-6	2	-1	7	1
> O=C(NCCC(=O)N(Cc1ccco1)Cc1cccs1)c1ccc(Br)cc1
→ 2	-1	4	-3	1	1	-4	0	9	8
> C=CCOC(=O)C(=O)/C=C/c1csc2ccccc12
→ -11	-12	1	-11	-6	4	8	-1	-8	-1
> Cc1ccc(NC(=O)COC(=O)c2ccc3c(c2)OCCO3)cc1
→ 7	-1	-10	-6	-1	0	10	-3	9	4
> OCCN1CCN(c2nc(-c3ccccc3)c3cc(Cl)ccc3n2)CC1
→ -5	-114	-147	-150	4	8	-3	-51	7	-16
> CCOc1ccccc1/C=c1\sc2nc(-c3ccco3)nn2c1=O
→ -5	1	7	-3	-5	-2	-9	2	1	11
> Cc1ccc(NC(=O)CCCN2C(=S)NC(C)(C)CC2C)cc1 (stereo not drawn)
→ 1	-1	2	1	1	-1	-2	-1	-9	-2
> COc1ccccc1C(CNC(=O)CN(C)S(=O)(=O)c1ccc(C)cc1)N1CCCC1 (stereo not drawn)
→ 2	-3	-4	-8	2	5	-4	-2	0	-3
> Cc1c(C(=O)NCC2CCCO2)cccc1[N+](=O)[O-] (stereo not drawn)
→ -3	-3	-3	-1	5	2	11	-5	13	2
> CCOC1(OCC)OC(c2ccccc2)=C(C#N)C(C=Cc2ccccc2)C1(OCC)OCC (stereo not drawn)
→ -4	4	0	9	-1	-6	-9	1	-8	2
> COc1ccc([N+](=O)[O-])c(OC)c1C(=O)Nc1ccc(F)cc1F
→ -5	3	2	1	1	5	-12	-7	0	13
> O=C(NCc1cccs1)C1CC1
→ -4	2	-3	-1	8	12	3	-2	8	3
> Cc1ccc(CNC(=O)c2ccc[nH]2)cc1
→ 9	4	4	-3	-4	-7	-13	-2	3	3
> CN1CCN(S(=O)(=O)c2cccc(C(=O)Oc3ccc(C(C)(C)C)cc3)c2)CC1
→ -5	-2	-4	-3	1	-2	1	-2	-5	5
> CCCCN1C(=O)CC(Sc2ncccc2C(=O)O)C1=O (stereo not drawn)
→ 6	1	1	2	2	1	-8	-1	4	-3
> N=C1C(c2nc3ccccc3c(=O)[nH]2)=C(O)CN1CCO
→ 0	-304	-396	-354	8	5	3	-123	-6	9
> Cc1cn(COC/C=C/c2ccccc2)c(=O)[nH]c1=O
→ 13	1	2	-3	4	-2	3	-4	-2	1
> Cc1ccc(/C=C2/NC(=O)N(Cc3ccccc3F)C2=O)s1
→ -16	-15	3	-8	5	1	-6	-2	4	10
> CCC(C)[C@H]1CNC(=O)C(=O)N1CC1CCCCC1 (stereo partly drawn)
→ -3	6	-21	-2	-2	-2	-3	-5	10	0
> O=C(CCl)N=c1sccn1Cc1ccccc1Cl
→ -1	4	0	-8	5	-2	1	-4	-3	-8
> Brc1ccc(OCc2ccccc2)c(CNCC2CCCO2)c1 (stereo not drawn)
→ 3	-2	4	3	-3	-1	-7	3	6	4
> Cc1ccc(NC(=O)c2ccc(NCC3CCCO3)c([N+](=O)[O-])c2)cc1Cl (stereo not drawn)
→ 72*	1	6	0	-8	1	1	0	14	34*
> O=C(O)CC(CC(=O)Nc1ccc(Oc2ccccc2)cc1)c1ccccc1 (stereo not drawn)
→ -10	7	7	-5	-4	-5	-17	5	5	8
> Cc1nn(-c2ccc(F)cc2)c(Cl)c1/C=C(\CC(=O)O)c1nc2ccccc2s1
→ 1	-3	-1	-10	1	-3	4	-5	5	7
> CCN(C(=O)c1c(OC)cccc1OC)c1nnc(-c2cccnc2)s1
→ 7	-2	5	5	5	-1	13	-2	-1	5
> O=C(N/N=C\c1c(O)ccc2ccccc12)c1ccc(S(=O)(=O)N2CCCCC2)cc1
→ 10	-7	-4	-4	3	3	-7	-2	5	7
> Cc1cc(NC(=O)c2cc(F)c(F)cc2Cl)no1
→ -1	2	-3	2	0	8	5	0	-13	2
